# CHO-K1 Ca antag – M1 antagonist counterscreen hit in parental CHO-K1 cells | AID 602250 | inhibition, % at 3 µM | actives 0.6% (n = 360,000) | ATP-induced calcium, Fluo-8 fluorescence;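 active means inhibition above a per-plate cutoff, the plate's mean sample inhibition plus 3 SD, cut at about 24% in these data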;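 further: 0% = DMSO plus EC80 ATP and 100% = DMSO alone without ATP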
# OXTR potentiate – human OXTR potentiation; P30559; AID 2445; activation, % at 3 µM; actives 0.061% (n = 320,000); CHO-OTR cells, Fluo-8 calcium fluorescence, potentiator mode; 0% = oxytocin EC15, 100% = EC100;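 active means activation above that plate's cutoff, the mean activation of tested compounds plus 3 SD, cut at about 6.6% in these data, passing the limit was not always enough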;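 further: 100% uses oxytocin at 75 nM as the full agonist control; some results filed as inactive read as strong as hits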
# Target sequence (P30559 whole entry, looked up): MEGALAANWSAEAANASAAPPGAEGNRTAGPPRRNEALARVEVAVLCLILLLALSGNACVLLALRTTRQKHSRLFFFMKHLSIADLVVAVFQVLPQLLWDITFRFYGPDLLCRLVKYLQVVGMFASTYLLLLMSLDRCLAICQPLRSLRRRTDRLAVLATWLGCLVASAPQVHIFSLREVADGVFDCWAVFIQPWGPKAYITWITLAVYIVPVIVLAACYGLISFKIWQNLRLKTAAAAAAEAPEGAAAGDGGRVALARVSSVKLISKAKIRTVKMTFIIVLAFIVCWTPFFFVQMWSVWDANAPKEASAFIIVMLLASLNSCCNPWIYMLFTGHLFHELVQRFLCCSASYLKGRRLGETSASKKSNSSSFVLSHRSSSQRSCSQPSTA
#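 Material: human OTR in CHO cells. Compound: 3.0 µM, one dose. Timing: compound 6 min at room temperature before oxytocin, 100 s read. Evaluation: % activation of max/min ratio relative to oxytocin controls. Replication: single well per compound, singlicate. Signal: Fluo-8 calcium dye fluorescence.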
# TAAR1 antagonist – human TAAR1 antagonism; CHO RD-HGA16 TAAR1, Fluo-8 calcium fluorescence, antagonist; AID 624466; inhibition, % at 3 µM; Q96RJ0; actives 1.5% (n = 360,000);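 active means inhibition above a per-plate cutoff, the mean inhibition of test compounds on that plate plus 3 SD, cut at about 49% in these data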;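 further: 0% = DMSO plus EC80 beta-PEA response and 100% = DMSO alone without agonist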
# Target sequence (Q96RJ0 whole entry, looked up): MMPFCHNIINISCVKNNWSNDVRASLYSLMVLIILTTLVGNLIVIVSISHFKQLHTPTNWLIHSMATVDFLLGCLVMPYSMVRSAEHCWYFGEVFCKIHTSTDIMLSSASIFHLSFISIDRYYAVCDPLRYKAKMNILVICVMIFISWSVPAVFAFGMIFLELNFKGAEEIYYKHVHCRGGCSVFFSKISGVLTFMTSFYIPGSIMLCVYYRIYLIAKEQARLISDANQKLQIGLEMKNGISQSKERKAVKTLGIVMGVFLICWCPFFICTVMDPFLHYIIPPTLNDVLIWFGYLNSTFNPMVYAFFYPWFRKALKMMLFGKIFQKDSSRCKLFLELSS
#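 test system = CHO RD-HGA16 cells bearing hTAAR1 | replication = singlicate | controls = DMSO-only wells and EC80 β-PEA-stimulated wells | reagent = EC80 β-phenethylamine stimulus | read-out basis = percent inhibition of PEA-evoked calcium signal, max/basal emission ratio | schedule = seeding 17-24 h prior, 75-min 37 °C, 30-min RT dye loading | signal = kinetic Fluo-8 calcium fluorescence measurement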
# CHRM1 agonist – human M1 muscarinic receptor agonism; activation, % at 3 µM; AID 588814; CHO-K1 hM1, Fluo-8 calcium fluorescence, agonist mode; 0% DMSO, 100% acetylcholine EC100; actives 0.33% (n = 360,000);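 active means activation above the run's mean compound activation plus 3 SD, cut at about 16% in these data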;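 further: peak over basal fluorescence ratio within a 140 s kinetic read after compound addition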
# CHO parental Ca – counter-screen for OX1R antagonists: effect in parental CHO cells; parental CHO-K1, ATP-induced calcium, Fluo-8 fluorescence; inhibition, % at 5.6 µM; actives 0.63% (n = 330,000); AID 463079;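 active means inhibition above that plate's mean sample inhibition plus 3 SD, cut at about 26% in these data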;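 further: 0% = ATP-challenged DMSO wells and 100% = DMSO wells without ATP; some compounds past the cut are filed as inactive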
#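 Test system: untransfected parental CHO cell line. Compound: one dose, 5.6 µM nominal. Detection: intracellular calcium via Fluo-8 no-wash fluorescent dye. Measure: % inhibition. Benchmarks: ATP-challenged DMSO wells low, unchallenged DMSO wells high.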
# TAAR1 ag – human TAAR1 agonism; CHO RD-HGA16 TAAR1, Fluo-8 calcium fluorescence; vehicle wells 0%, saturating PEA agonist 100%; activation, % at 3 µM; actives 0.99% (n = 360,000);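 active means activation above the mean activation of all test compounds in the run plus 3 SD, cut at about 38% in these data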
#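 Repeats: no replicates (n 1) | Material: CHO-derived RD-HGA16 cells with stable Gα16 and human TAAR1 | Technique: Kinetic Fluo-8 calcium fluorescence | Schedule: 17-24 h seeding, 75 min 37 °C dye, 30 min RT | Evaluation: % activation from peak over basal fluorescence ratio, DMSO-to-PEA scaled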
# CHRM1 antagonist – human CHRM1 antagonism. P11229. AID 588852. actives 1.3% (n = 360,000). inhibition, % at 3 µM. CHO-K1 hM1, Fluo-8 calcium fluorescence, ACh EC80 antagonist;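 active means percent inhibition above its own plate's cutoff, namely the mean of that plate's compound wells plus 3 SD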;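 further: peak over basal fluorescence ratio during 140 s after agonist addition; 0% = ACh EC80 plus DMSO and 100% = DMSO alone without agonist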
# CHO-K1 Ca ag – nonselective activator or artifact in parental CHO-K1 cells | Fluo-8 calcium fluorescence; scaled to maximal ATP response, vehicle zero | activation, % at 3 µM | actives 0.48% (n = 360,000) | AID 602248; in the data active means activation above about 15%;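 further: untransfected CHO-K1 host cells lacking M1 receptor as counterscreen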
# CHO-K1 Ca PAM – M1 PAM counterscreen hit in parental CHO-K1 cells. actives 0.02% (n = 360,000). activation, % at 3 µM. AID 602247. ATP EC20, Fluo-8 calcium fluorescence; 0% at ATP EC20, 100% at ATP max;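 active means activation above the run cutoff, the mean activation of all test compounds plus 3 SD, cut at about 40% in these data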;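 further: peak over basal fluorescence ratio in a 140 s read after ATP addition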
# * = called active by the depositor; nt = not tested or not shown; & = joins results of further samples.
(1) COc1ccc2c(c1)OC(O)(C(F)F)CC2=O (configuration not stated)
(2) CC(NCCC1(C(C)C)CCOC(C)(C)C1)c1cccs1 (configuration not stated)
(3) O=C(CCCN1C(=O)/C(=C/c2ccccc2Cl)SC1=S)NNC(=O)c1ccc(Cl)cc1
(4) COc1ccc(CCN(C)c2ccc(C(N)=O)cc2[N+](=O)[O-])cc1OC
(5) CCC(=O)NC1=C(Nc2ccc(N)cc2)C(=O)c2ccccc2C1=O
(6) COC(=O)c1cc(C(=O)OCC(=O)NC(=O)c2ccccc2)cc([N+](=O)[O-])c1
(7) CC(=O)N/C(=C\c1ccc(Cl)cc1)C(=O)O
(8) CCn1c(CC(=O)Nc2ccc(C)cc2)nnc1SCC(=O)N1CCN(c2ccccc2)CC1

Compound	1	2	3	4	5	6	7	8
CHO-K1 Ca antag	9.7	2.6	-17.7	-8.1	-0.5	4.8	0.7	-2.5
OXTR potentiate	-1.8	-7.3	-4.5	-2.4	6.1	0.6	-5.7	-5.7
TAAR1 antagonist	-12.4	-15.3	-7.0	6.3	-24.9	-37.3	15.4	-16.1
CHRM1 agonist	-3.0	-8.8	-2.4	-1.4	-2.7	-2.3	-0.5	-4.3
CHO parental Ca	-4.0	-20.9	-16.6	-5.7	-18.5	4.6	-8.4	-24.1
TAAR1 ag	1.2	-0.3	5.3	3.2	-2.3	0.0	0.6	8.4
CHRM1 antagonist	-11.0	11.7	-22.7	19.4	-14.5	27.6*	-17.0	-6.0
CHO-K1 Ca ag	0.0	0.0	0.5	1.6	-0.1	0.1	0.4	0.3
CHO-K1 Ca PAM	2.9	-14.2	22.4	-14.1	-2.0	3.9	1.4	10.3

# Single values from the entries so far:
# COc1ccc(CCN(C)c2ccc(C(N)=O)cc2[N+](=O)[O-])cc1OC in CHO-K1 Ca PAM reads -14.1
# O=C(CCCN1C(=O)/C(=C/c2ccccc2Cl)SC1=S)NNC(=O)c1ccc(Cl)cc1 in CHO-K1 Ca ag reads 0.5
# COc1ccc2c(c1)OC(O)(C(F)F)CC2=O (configuration not stated) in OXTR potentiate reads -1.8

# 4 compounds picked at random from those above, as already listed:
(5) CCC(=O)NC1=C(Nc2ccc(N)cc2)C(=O)c2ccccc2C1=O
(1) COc1ccc2c(c1)OC(O)(C(F)F)CC2=O (configuration not stated)
(8) CCn1c(CC(=O)Nc2ccc(C)cc2)nnc1SCC(=O)N1CCN(c2ccccc2)CC1
(4) COc1ccc(CCN(C)c2ccc(C(N)=O)cc2[N+](=O)[O-])cc1OC

Compound	5	1	8	4
CHO-K1 Ca antag	-0.5	9.7	-2.5	-8.1
OXTR potentiate	6.1	-1.8	-5.7	-2.4
TAAR1 antagonist	-24.9	-12.4	-16.1	6.3
CHRM1 agonist	-2.7	-3.0	-4.3	-1.4
CHO parental Ca	-18.5	-4.0	-24.1	-5.7
TAAR1 ag	-2.3	1.2	8.4	3.2
CHRM1 antagonist	-14.5	-11.0	-6.0	19.4
CHO-K1 Ca ag	-0.1	0.0	0.3	1.6
CHO-K1 Ca PAM	-2.0	2.9	10.3	-14.1

# More compounds follow.
(9) Cc1cc(NS(=O)(=O)c2ccc(NC(=O)c3cc(-c4ccccc4Cl)nc4ccccc34)cc2)no1
(10) O=C(Nc1ccccc1C(=O)Nc1ccccc1)c1ccco1
(11) CCCNC(=O)C1(C)CCN(Cc2cccc(OC(=O)c3ccccc3)c2)C1 (configuration not stated)
(12) CCN(CC(=O)Nc1c(F)cccc1F)C(=O)c1ccc(COc2ccccc2)cc1
(13) COc1ccc(NC(=O)COC(=O)C23CCC(=O)N2c2ccccc2S3)cc1 (configuration not stated)
(14) CC(/C=C\c1cccnc1)=C/C(=O)O
(15) O=C(CCS(=O)(=O)CCN1CCOCC1)NCNC(=O)CCS(=O)(=O)CCN1CCOCC1
(16) COc1ccc(C2(c3ccc(OC)cc3)NC(=O)N(CC(=O)Nc3ccc(N4CCOCC4)cc3)C2=O)cc1

Compound	9	10	11	12	13	14	15	16
CHO-K1 Ca antag	-16.2	-0.6	-9.0	20.3	0.7	-4.8&-3.6	-3.4	0.1
OXTR potentiate	-1.3	-7.3	nt	-11.0	-2.5	3.0&-0.1	-2.6	-11.1
TAAR1 antagonist	-31.4	-5.6	-29.6	21.9	18.5	2.1&-4.4	-8.4	-13.4
CHRM1 agonist	-6.2	-2.1	-6.3	0.5	-2.6	-2.2&-0.6	-8.5	2.4
CHO parental Ca	-16.2	-4.7	nt	-24.0	-3.0	-5.9&-4.3	-2.2	-8.0
TAAR1 ag	2.2	4.8	-1.5	10.0	32.3	5.9&9.5	0.3	1.4
CHRM1 antagonist	-7.7	-12.6	-6.0	8.4	-8.1	-9.6&-9.3	-6.8	-16.9
CHO-K1 Ca ag	0.1	0.3	0.2	2.2	0.1	0.2&0.4	0.8	-0.5
CHO-K1 Ca PAM	7.3	-23.2	4.6	-24.6	10.8	8.5&14.8	16.8	5.9

(17) CCN(CC)C(=O)Oc1ccccc1NC(C)=O
(18) O=c1[nH]c2ccccc2cc1CN(c1ccccc1)S(=O)(=O)c1ccccc1
(19) CCn1c(=S)[nH]c2cc(S(=O)(=O)N3CCCCC3)ccc21
(20) O=C(Nc1cccc2cccnc12)c1cc(F)c(F)cc1Cl
(21) Cc1cc(C)n(C(=O)c2ccc(C)o2)n1
(22) Cc1ccccc1NC(=O)NC1CCS(=O)(=O)C1 (configuration not stated)
(23) O=C(/C=C/c1ccccc1)CC(=O)c1ccccc1
(24) COc1cccc(C2Nc3ccc4ccccc4c3C3=C2C(=O)CCC3)c1O (configuration not stated)
(25) COCCCNC(=O)Cn1cnc2c(NCc3ccccc3)ncnc21
(26) COc1ccc2cc(C(=O)O)ccc2c1
(27) Cc1ccccc1-c1n[nH]c(=S)n1C

Compound	17	18	19	20	21	22	23	24	25	26	27
CHO-K1 Ca antag	-10.4	12.5	-3.4	-11.2	-1.1	-0.7	-4.7	-13.0	4.7	-6.1	1.2
OXTR potentiate	1.9	-4.0	-15.0	3.5	-6.8	-6.9	nt	0.6	nt	0.5	-9.1
TAAR1 antagonist	-7.4	7.3	-5.0	-50.1	3.9	3.4	5.4	9.5	1.7	3.2	-8.6
CHRM1 agonist	-4.9	-0.5	-3.0	-2.0	-2.3	-1.9	-3.5	-4.3	-2.0	-0.1	-7.8
CHO parental Ca	-7.1	-27.8	-2.2	-18.1	-1.0	-2.1	nt	-22.7	-8.8	1.4	-0.8
TAAR1 ag	0.1	5.2	8.1	0.1	7.0	0.3	-0.3	1.7	0.5	7.0	2.9
CHRM1 antagonist	-11.9	3.5	-5.2	-12.5	-30.4	-7.3	-4.1	-4.8	0.8	-8.7	-7.6
CHO-K1 Ca ag	0.8	0.1	3.7	0.3	-0.2	5.8	0.0	1.4	0.1	0.0	14.8
CHO-K1 Ca PAM	16.5	-13.4	6.2	13.6	12.7	4.5	7.8	23.9	6.4	17.6	16.2

# From PubChem
